From PubChem BioAssay
Tau ThT inhib – blocks human tau fibril formation measured by thioflavin T | P10636 | recombinant tau K18 P301L, heparin-induced fibrillization, ThT fluorescence | Potency, µM (titrated, usually from 57.4 µM), without a hit: at the highest dose activity, negative = inhibition, usual class: inhibitors | 2.1% of 270,000 active; further: on the % scale 0 is the no-effect control and ±100 the full control effect; nearly all actives have a fitted effect of over 55% in size
Target sequence (P10636 561-689 P618L limits assumed): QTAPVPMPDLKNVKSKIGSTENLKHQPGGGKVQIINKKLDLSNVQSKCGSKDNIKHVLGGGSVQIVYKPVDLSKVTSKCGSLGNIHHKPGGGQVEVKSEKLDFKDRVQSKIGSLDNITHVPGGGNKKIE
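K18 P301L tau (15 uM + 0.24 uM Alexa 594-tagged), heparin 20 uM, NaOAc pH 7, 6 h 37 C; ThT 30 uM, 1 h RT, ex 450/em 510 nm.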
GAA inh – blocks human lysosomal alpha-glucosidase. P10253. purified human GAA, 4-MU-alpha-glucoside fluorescence. Potency, µM (series often up to 76.9 µM), for inactives: at the highest dose activity change, negative = inhibition, most hits filed as inhibitors. 0.005% of 200,000 active. AID 1466;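 further: plate controls were uninhibited enzyme wells for no effect and no-enzyme background for full effect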
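Human alpha-glucosidase, 4 nM, pre-mixed with test compounds before 400 uM 4-methylumbelliferyl substrate; 20 min room temperature at pH 5.0. Fluorescence read after pH 10 stop; AC50 values from Hill-equation fits.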
GLA spleen mod – alpha-galactosidase A (human) modulation. P06280. human spleen homogenate, 4MU-alpha-Gal fluorescence, 40 min. Potency, µM (highest dose often 80 µM), for inactives: at the highest dose activity change, negative = inhibition, hits mostly inhibitors. 0.008% of 240,000 active. AID 2107;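 further: 0% = enzyme with vehicle and -100% = no enzyme basal signal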
Target sequence (P06280 32-429 limits assumed): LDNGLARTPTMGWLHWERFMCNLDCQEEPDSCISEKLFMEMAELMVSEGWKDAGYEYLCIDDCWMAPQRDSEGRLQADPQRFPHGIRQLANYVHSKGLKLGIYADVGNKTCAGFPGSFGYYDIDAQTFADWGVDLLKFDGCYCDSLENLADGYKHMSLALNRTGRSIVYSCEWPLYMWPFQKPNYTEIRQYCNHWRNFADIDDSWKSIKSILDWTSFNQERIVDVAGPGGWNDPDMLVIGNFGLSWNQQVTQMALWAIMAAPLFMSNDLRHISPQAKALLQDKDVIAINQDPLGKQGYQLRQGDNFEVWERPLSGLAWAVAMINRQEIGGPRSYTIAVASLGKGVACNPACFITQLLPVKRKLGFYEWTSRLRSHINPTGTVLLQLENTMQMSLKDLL
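Human spleen homogenate (1 ug) as enzyme source, 4-methylumbelliferyl-alpha-D-galactopyranoside 1 mM final, citrate/phosphate pH 5.0 with 0.01% Tween-20. Compounds 40 min at 37C, NaOH/glycine stop; fluorescence Ex 365/Em 440, Hill-fit AC50.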
Tau fibril FP – tau fibrillization inhibition (FP) | K18 P301L tau heparin fibrillization, Alexa594 FP, 6 h | 0.39% of 280,000 active | Potency, µM (series often up to 57.7 µM), inactives show top-dose activity, negative = inhibition, hits mostly inhibitors; further: on the % scale 0 is the no-effect control and ±100 the full control effect; nearly all actives have a fitted effect of over 55% in size
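Steps: dispense K18 P301L tau (15 uM plus 0.24 uM Alexa 594 tracer, final) in pH 7 sodium acetate; add compound; add heparin (20 uM final); incubate 6 hr, 37 C; add ThT (30 uM final); after 1 hr ambient, read FP.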
HTT cytoprotect – Huntington cell model cytoprotection by ATP luminescence; 0.14% of 230,000 active; PC12 HTT-Q103 induced, cytoprotection, ATP luminescence, 40 h; Potency, µM (titrated, usually from 56.4 µM), without a hit: cytoprotection (ATP increase), hits mostly activators; AID 1471;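 further: % of control where 0% means no effect; nearly all actives have a fitted effect of over 45% in size; toxic huntingtin expression switched on by the ecdysone agonist tebufenozide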
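Huntington model: PC12 line, ecdysone-inducible HTTQ103 exon1–GFP, tebufenozide 100 nM. Test articles in a dose series. Endpoint luminescence from cellular ATP.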
Tau fluor counter – counter-screen for tau fibril formation inhibitors; tau K18 P301L (four-repeat tau fragment) Alexa594 fluorescence, heparin fibrillization; Potency, µM (titrated, usually from 57.7 µM), for the others: at the highest dose activity change, negative = decrease; 0.93% of 280,000 active; further: on the % scale 0 is the no-effect control and ±100 the full control effect; nearly all actives have a fitted effect of over 55% in size
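Human K18 P301L tau (15 uM unlabeled plus 0.24 uM Alexa 594-labeled, final) in 100 mM sodium acetate pH 7 was mixed with compound and 20 uM heparin and incubated 6 hr at 37 C.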
GAA glycogen – GAA glycogen-cleavage inhibition or activation. P10253. recombinant GAA, glycogen substrate, Amplex Red glucose oxidase fluorescence. Potency, µM (titrated, usually from 76.4 µM), inactives show top-dose activity change, negative = inhibition, usual class: inhibitors. 0.38% of 300,000 active;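 further: 0% = full enzyme reaction and -100% = no-enzyme basal signal; the screen sought inhibitors and activators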
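Recombinant human enzyme (4 nM); glycogen substrate; 37 C, 40 min, pH 5.0. Readout: coupled glucose oxidase/Amplex Red fluorescence.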
aGlu spleen mod – inhibits or activates alpha-glucosidase in human spleen homogenate; Potency, µM (titrated, usually from 79.9 µM), for the others: top-dose activity change, negative = inhibition, actives largely listed as inhibitors; P10253; 0.006% of 240,000 active; human spleen homogenate, 4-MU-alpha-glucoside fluorescence;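 further: 0% = enzyme with vehicle and -100% = no enzyme basal signal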
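AC50 values come from Hill-equation fits of concentration-response data, normalized to no-enzyme and full-activity controls. Enzyme source: 1 ug human spleen homogenate; 1 mM fluorogenic 4-MU glucoside, pH 5.0 citrate buffer, 37 C, 40 min.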
* marks the source's active call; other numbers are inactive results; ? = inconclusive; . = not tested or not shown; [ ] = another dose, or the depositor's remark. The call rests on the fitted dose curve; in most records, active means well fitted curve in the direction sought with a large enough effect; inconclusive means small, poorly fitted or top-dose-only effect, or another doubt; inactive means no such curve, though single readings can be large; an effect the other way counts as inactive or inconclusive. Potency means the concentration at half of the fitted maximal effect.

SMILES | Tau ThT inhib | GAA inh | GLA spleen mod | Tau fibril FP | HTT cytoprotect | Tau fluor counter | GAA glycogen | aGlu spleen mod
CC(=O)c1ccc(OCC(=O)NCC2(N3CCCCC3)CCCCC2)cc1 | -3% | -9% | 2% | 3% | 7%[10 µM] | -1% | 1% | -5%
CCOC(=O)CCc1c(C)c2ccc(OCc3nn[nH]n3)c(C)c2oc1=O | 1% | 3% | 5% | 3% | -16%[0.074 µM] | 5% | -7% | 2%
CCOc1cc(N2CCOCC2)c(OCC)cc1NC(=O)COC(=O)[C@H](Cc1c[nH]c2ccccc12)NC(C)=O | -12% | 2% | -4% | 15% | 7% | -14% | 9% | 3%
CCOC(=O)N1CCC(N2CC34C=CC(O3)C(C(=O)Nc3ccc(F)cc3)C4C2=O)CC1 (configuration not stated) | -7% | -4%[15.4 µM] | -4% | 0% | 0% | 0% | 9% | -7%
COc1ccc(OC)c(Cc2nnc(CCC(=O)NCc3nc4ccccc4s3)o2)c1 | 5% | 9% | -19% | -9% | -18%[10 µM] | -10% | -4% | -2%
Cc1ccc(-c2nc(NCc3ccc(F)cc3)n(S(C)(=O)=O)n2)cc1 | -7% | ? | -2% | ? | -30% | ? | 16% | -4%
CCOc1ccccc1N(CC(=O)Nc1ccc(S(=O)(=O)N2CCOCC2)cc1)S(=O)(=O)c1ccccc1 | 2% | -4% | -2% | ? | -12% | -29% | 13% | 3%
O=C(COc1ccc(F)cc1)N(CC1=CCS(=O)(=O)C1)c1ccccc1 | -8% | -9% | 3% | 1% | 16%[0.074 µM] | -7% | 6% | -12%
COc1ccc(C)cc1-n1nnnc1SCn1nnc2ccccc2c1=O | -3% | 1% | -3% | -3% | 16%[10 µM] | 1% | 9% | -12%
O=C(c1ccccc1)c1c[nH]c(C(=O)C(Cl)(Cl)Cl)c1 | -6% | 7% | 10% | -9% | -23% | -4% | -4% | 1%
CC(C)(C)c1ccc(OCC(=O)N/N=C/c2cc(Br)ccc2OC(=O)c2ccco2)cc1 | -10% | 4% | -8% | 7% | -1% | -13% | 7% | 4%
COc1cccc(OC)c1C(=O)Nc1cccc(-c2nc3cc(C)cc(C)c3o2)c1 | 2% | . | . | -9% | . | -2% | 6%[76.3 µM] | .
Cc1ccc(C(=O)/C=C/c2ccc(-c3ccccc3[N+](=O)[O-])o2)cc1 | 8.9µM* | 1% | 8% | -4% | 1%[10 µM] | ? | -7% | 9%
COCCNC(=O)c1ccc(NC(=O)C2(c3ccccc3)CCCC2)cc1 | -4% | -2% | -7% | -5% | ? | -7% | 16% | 0%
CC(NS(=O)(=O)c1ccccc1)C(c1cccs1)N1CCN(C)CC1 (configuration not stated) | 0% | 0% | -2% | 5% | -6% | 2% | 6% | -3%
CCn1c(C(=O)NCc2cccnc2)cc2sc(Cl)cc21 | 0% | -2% | 12% | -3% | -12%[10 µM] | -4% | 7% | 7%
CN1CCN(C(=O)C2CC(=O)N(c3ccc(F)c(Cl)c3)C2)CC1 (configuration not stated) | -5% | 0%[15.4 µM] | -2% | -4% | -19% | 1% | 8% | -3%
Cc1[nH]c(=O)[nH]c1C(=O)CCCCC(=O)O | -3% | ? | -3% | 5% | 18%[10 µM] | 0% | 6% | -5%
COc1ccc(CC(=O)N(c2ccccc2)c2nc(C)cs2)cc1 | -3% | 4% | 1% | -7% | 14%[10 µM] | -14% | 10% | 4%
COc1cc2c(cc1OC)CN(C(=O)c1ccccc1C(=O)O)CC2 | -14% | 1% | -13% | -1% | 5%[0.074 µM] | -7% | 7% | -10%
CSc1cccc(NC(=O)c2ccc(Cl)nc2)c1 | -10% | -22% | -2% | -3% | 8% | -15% | -3% | -9%
NC(=O)Cc1nc2scc(-c3ccccc3)c2c(=O)[nH]1 | ? | 3% | 3% | ? | -11% | -8% | -6% | -4%
Cc1cccc(OCC(=O)NC(=S)N2CCCc3ccccc32)c1 | ? | 2% | 3% | 7% | -14% | -23% | -25% | -4%
CC(=O)Nc1nc(SCC(=O)NCc2ccc(F)cc2)[nH]c(=O)c1NC(=O)c1cccs1 | -4% | -4% | 6% | -8% | -13% | -10% | 1% | -2%
COCC(C)OC(=O)C(C#N)c1nc2ccccc2nc1N1CCN(Cc2ccccc2)CC1 (configuration not stated) | ? | ? | -1% | -19% | -59%[inhibitor] | -16% | -7% | -1%
Cc1c(CCOC(=O)c2cc([N+](=O)[O-])cc([N+](=O)[O-])c2)sc[n+]1CC(=O)c1ccccc1 | ? | -5% | -3% | 0% | -8% | -21% | -7% | -2%
CCOc1ccccc1NC(=O)c1ccccc1-c1nc(-c2ccccc2)no1 | -8% | -6% | -2% | -5% | -45%[inhibitor] | ? | -10% | -9%
Cn1cnc([N+](=O)[O-])c1Oc1ccccc1 | ? | -1% | -9% | -14% | . | -19% | 11% | 2%
Cc1ccc(-n2nc(C)c3c(C)c(CCC(=O)NCc4ccccc4)c(C)nc32)cc1 | -1% | 2% | 11% | -3% | -9% | -15% | 4% | -1%
O=C(CCn1c2c(c3ccccc31)CCCC2)NNC(=O)c1cccc([N+](=O)[O-])c1 | ? | -2% | 9% | ? | 12%[10 µM] | ? | -5% | 1%

Single entries from the entries so far.
Under GLA spleen mod, COCC(C)OC(=O)C(C#N)c1nc2ccccc2nc1N1CCN(Cc2ccccc2)CC1 (configuration not stated) has the entry -1%
Under Tau fibril FP, Cc1c(CCOC(=O)c2cc([N+](=O)[O-])cc([N+](=O)[O-])c2)sc[n+]1CC(=O)c1ccccc1 has the entry 0%
Under GLA spleen mod, Cn1cnc([N+](=O)[O-])c1Oc1ccccc1 has the entry -9%

New compounds follow.
SMILES | Tau ThT inhib | GAA inh | GLA spleen mod | Tau fibril FP | HTT cytoprotect | Tau fluor counter | GAA glycogen | aGlu spleen mod
CN1CCN(C2=C(Cl)C(=O)C(c3cnc(N4CCCCC4)s3)=C(Cl)C2=O)CC1 | -2% | 6% | -1% | -1% | 42%[10 µM] | 2% | -5% | 0%
Cc1ccc(COn2c(-c3ccc(Cl)cc3Cl)nc3ncccc32)cc1 | -19% | -8% | 0% | 7% | 2% | -6% | -2% | -12%
COc1ccc(CNC(=O)CCn2c(=O)c3cccn3c3ccc(F)cc32)cc1OC | -1% | . | . | -6% | . | -12% | -13%[76.3 µM] | .
CCCCCCC(=O)NNC(=O)CC(=O)Nc1ccccc1C(=O)O | -2% | 5% | -1% | -1% | 4%[10 µM] | -1% | 6% | -1%
COc1ccc(C(=NNc2ccccc2C(=O)O)c2ccc(OC)cc2)cc1 | ? | -1% | 2% | 5% | . | ? | 8% | -6%
O=C(O)/C=C/c1ccc(S(=O)(=O)N2CCN(CCN3C(=O)C4C5C=CC(C5)C4C3=O)CC2)cc1 (configuration not stated) | . | . | 1% | 3% | 12%[10 µM] | 13% | -8% | 3%
CCc1cccc(C)c1NC(=O)Cn1ccn(-c2cccc(OC)c2)c(=O)c1=O | ? | . | . | -1% | . | -11% | 7%[76.3 µM] | .
COc1ccc(C2C(C(=O)N3CCCCC3)CC(=O)N2c2ccc(OC)cc2)cc1 (configuration not stated) | -6% | 1% | -4% | -12% | -5% | -15% | 7% | 2%
COc1ccc(C)cc1NC(=O)c1ccc2c(=O)n3c(nc2c1)CCCCC3 | -8% | . | . | 3% | . | -13% | -2%[76.3 µM] | .
COc1cc(CN2CCCC(C(=O)c3ccc4c5c(cccc35)CC4)C2)cc(OC)c1O (configuration not stated) | 28µM* | 10% | -4% | ? | 15%[10 µM] | ? | ? | -2%
Cc1ccc(NC(=O)Cc2ccc(-n3cccc3)cc2)c(C)c1 | -2% | -5% | -1% | -10% | -9%[10 µM] | 0% | 6% | -1%
O=C(NCc1nc2ccccc2[nH]1)c1ccccc1F | -8% | . | 1% | -4% | -15%[10 µM] | -9% | 9% | 0%
N#C/C(=C/c1ccc(O)c(O)c1)C(=O)OC/C=C/c1ccccc1 | 11µM* | . | -10% | ? | -26% | 11µM*[quencher] | . | -14%
CCN(CC)CCn1c(N)cc(=O)[nH]c1=O | -3% | 3% | 4% | 4% | -7%[10 µM] | -2% | 2% | 10%
COC(=O)NCc1ccc(S(=O)(=O)N2CCOCC2)cc1 | 2% | -6% | -5% | 2% | 12% | 3% | 6% | -15%

Entries of single compounds, quoted from the list. Order of screens: Tau ThT inhib | GAA inh | GLA spleen mod | Tau fibril FP | HTT cytoprotect | Tau fluor counter | GAA glycogen | aGlu spleen mod
`Cc1ccc(COn2c(-c3ccc(Cl)cc3Cl)nc3ncccc32)cc1` is entered as -19% | -8% | 0% | 7% | 2% | -6% | -2% | -12%
`O=C(O)/C=C/c1ccc(S(=O)(=O)N2CCN(CCN3C(=O)C4C5C=CC(C5)C4C3=O)CC2)cc1` (configuration not stated) is entered as . | . | 1% | 3% | 12%[10 µM] | 13% | -8% | 3%

Next section:
SMILES | Tau ThT inhib | GAA inh | GLA spleen mod | Tau fibril FP | HTT cytoprotect | Tau fluor counter | GAA glycogen | aGlu spleen mod
CCN1CCN(c2c(Cl)cccc2NC(=O)c2ccco2)CC1 | -14% | -8% | -1% | -4% | -7%[10 µM] | 1% | -6% | -4%
COc1cccc(C(=O)Nc2ncc3c(n2)CC(C)(C)CC3=O)c1 | -3% | 6% | 6% | 1% | -30%[0.074 µM] | 1% | 8% | 5%
NC(=O)NCCCC(=O)OCC(=O)c1ccc2ccccc2c1 | -16% | 0% | 9% | -1% | -32% | -6% | 3% | 6%
Cc1ccc(N2CC(=O)Nc3c(sc4nc(C)cc(C)c34)C2=O)cc1 | 1% | . | 2% | -1% | 18%[10 µM] | -7% | 2% | -16%
CCOc1ccc(CC(=O)Nc2c(C(N)=O)oc3ccccc23)cc1OCC | 2% | 4% | 1% | -4% | 11%[10 µM] | 0% | 7% | 1%
Cn1c(=O)[nH]c(=O)c2[nH]cnc21 | 8% | . | 0% | -2% | -39% | -4% | . | 3%
CC1=C(C(=O)Nc2ccc(C)cc2)C(c2ccccc2Cl)n2nnnc2N1 (configuration not stated) | 4% | . | . | -2% | . | -15% | -14%[76.3 µM] | .
CCc1nc2c(cnn2-c2ccc(Cl)cc2)c(=O)n1-c1ccc2c(c1)OCCO2 | -4% | 0% | -14% | 0% | -26% | -3% | 5% | -10%
CC(C)CCNC(=O)C(=O)NCc1ccccc1 | -5% | . | -7% | 3% | 4%[10 µM] | -2% | 12% | 1%
CCCCNC(=O)COC(=O)c1cc(C)nc2ccccc12 | -15% | 1% | -1% | 4% | -12% | -12% | -4% | 2%
